Source: PubChem BioAssay (The Scripps Research Institute Molecular Screening Center)
GalR3 antag = GalR3 antagonists in HEK293 cells, primary screen, cell-based, fluorescence readout. Galanin receptor type 3 (Homo sapiens), O60755. HEK293 GalR3-CNG cAMP membrane potential fluorescence; galR3 body fused to GalR1 C-terminus. inhibition, % at 3 µM. 360,000 compounds, 0.44% hits. AID 651719, 2012;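 active = inhibition above the screen-wide average plus 3 SD, cut at about 13% in these data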;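 note: forskolin and galanin both at EC90 stimulate the cells; cAMP rise reported by CNG channel membrane potential dye signal; 0% = forskolin plus galanin with DMSO and 100% = forskolin alone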
Target sequence (O60755 1-299 limits assumed): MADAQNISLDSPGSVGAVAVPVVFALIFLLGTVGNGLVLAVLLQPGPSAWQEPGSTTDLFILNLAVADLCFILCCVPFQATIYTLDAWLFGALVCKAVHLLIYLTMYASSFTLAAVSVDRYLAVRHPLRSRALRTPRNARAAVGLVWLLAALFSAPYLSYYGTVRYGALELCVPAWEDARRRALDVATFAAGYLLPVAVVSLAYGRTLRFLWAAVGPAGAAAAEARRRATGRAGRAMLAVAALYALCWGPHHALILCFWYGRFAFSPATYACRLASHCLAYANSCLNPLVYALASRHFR
The depositor's hits bear a star.

SMILES	GalR3 antag
Cc1ccc2oc(=O)c3cc(C(=O)NCCCN4CCC(C)CC4)sc3c2c1	2
C[C@H]1CN([C@@H](C)CO)C(=O)CCCn2cc(nn2)CO[C@@H]1CN(C)C(=O)c1ccc(N2CCN(C)CC2)cc1	-4
O=C(NCC1CCOCC1)c1cccc2c(-c3cccnc3)coc12	-4
O=C1NC[C@H](CCCCN2C[C@H](Cc3ccc(O)cc3)N(CCc3ccccc3)C(=O)C2=O)N(Cc2ccccc2)C1=O	-7
COc1ccc(C(O)c2nc(-c3cccc(C(=O)O)c3)cs2)cc1 (centres undefined)	0
Cc1ccc(C)c(N2CCN(C3C(=O)Nc4ccccc4-n4nnnc43)CC2)c1 (centres undefined)	-5
CC(C)(C)c1ccc(S(=O)(=O)NC(=O)C2(C)CCN2C(=O)Cc2cccc3ccccc23)cc1 (centres undefined)	-6
COc1ccc(S(=O)(=O)NC(=O)C2(C)CCN2C(=O)Cc2cc(F)ccc2F)cc1 (centres undefined)	-7
CC1(C(=O)NS(=O)(=O)c2ccc(Cl)s2)CCN1C(=O)c1ccccc1CCc1ccccc1 (centres undefined)	-4
N#Cc1ccc(C(C(=O)NC2CCCCC2)n2c(=O)c(-c3ccccc3)nc3ccccc32)cc1 (centres undefined)	-7
Cc1cnc(-c2nc3ccccc3n2C(C(=O)Nc2c(C)cccc2C)C2CC2)cn1 (centres undefined)	-1
COc1ccc(C(=O)N2CCCC2(C)C(=O)NCC(C)C)cc1C(F)(F)F (centres undefined)	-6
Cc1ccc(-c2nc3ccc(Cl)cn3c2Cc2ccccc2C(F)(F)F)cc1	-9
COc1ccccc1-c1ccc2c(c1)C(C)(Cc1ccc(Cl)cc1)C(=O)N2 (centres undefined)	-4
COc1cc(-c2coc3c(C(=O)NCc4ccncc4)cccc23)ccc1O	-2
COC(=O)C1=C(C)N(C)C(=NCc2ccc(OC)cc2)NC1c1ccc(F)cc1 (centres undefined)	-4
O=C1CCCCC(=O)[C@H](OC(=O)c2ccccc2)C[C@H](c2ccccc2)O1	-7
Cc1cc(C(O)c2ncc(-c3ccccc3Cl)[nH]2)ccc1F (centres undefined)	-7
CC1(C(=O)Nc2ccc3c(c2)OCO3)CCN1C(=O)c1ccco1 (centres undefined)	-6
COc1ccc(NC(=O)C2Cc3c(-c4ccncc4)ccnc3O2)cc1OC (centres undefined)	-7
C[C@H](NC(=O)C[C@@H]1CC[C@H]2[C@@H](COC[C@H](O)CN2Cc2ccc(C(F)(F)F)cc2)O1)c1ccccc1	-6
Cc1cc2nc(-c3cccc(Cl)c3)c(Cc3cccc(Cl)c3)n2c(C)c1Br	-5
COC(=O)N1C[C@@H]2Oc3nccnc3O[C@@H]2C[C@@H]1c1ccccc1Br	-7
CCCCNC(=O)C(NC(=O)c1ccc(C(F)(F)F)cc1)C(=O)c1ccccc1 (centres undefined)	-5
Cc1ccc(S(=O)(=O)N2C[C@H]3C(=O)C[C@@H]4C(=O)N(c5ccccc5)C(=O)[C@@H]4[C@@H]3C[C@@H]2c2ccccc2)cc1	-6
Going on with the list.
SMILES	GalR3 antag
COc1ccc(-c2csc(C(O)c3ccc(F)c(OC)c3)n2)cn1 (centres undefined)	-3
COc1ccc(CN2C(=O)c3ccccc3C2c2nnnn2Cc2ccccc2)cc1OC (centres undefined)	-6
N#Cc1ccsc1NC(=O)CN1C(=O)NC2(CCCC2)C1=O	1
C[C@H](O)[C@@H]1CN2CCc3c([nH]c4c(-c5ccccc5)cccc34)[C@@H]2C[C@@H]1N(C)C(=S)NCCc1ccccc1	-8
CC(C)C[C@@H]1COc2cc(N3CCC[C@H]3CO)ccc2S(=O)(=O)N1	5
CCOC(=O)C1=CCC(c2cccc(Cl)c2)N(S(=O)(=O)c2ccc(C)cc2)C1 (centres undefined)	-7
CCOC(=O)C1=CCC(c2ccccc2C)N(S(=O)(=O)c2ccc(C)cc2)C1 (centres undefined)	-8
CC1(C(=O)NS(=O)(=O)c2cccc(C#N)c2)CCN1C(=O)CC1CC1 (centres undefined)	-6
COc1cc(CNc2ncnc3c2ncn3[C@H]2CN(Cc3ccc(C(=O)O)cc3)C[C@@H](CO)O2)cc(OC)c1OC	-9
COc1cc2oc(=O)cc(CN3CCN(C(C)=O)CC3)c2cc1Cl	-7
CC1=C(C(=O)N(C(C)C)C(C)C)CC(CC(=O)NCCc2ccccn2)C(=O)N1CCCN1CCCC1=O (centres undefined)	1
FC(F)(F)c1ccccc1Cc1c(-c2cccc(Cl)c2)nc2ccc(Br)cn12	-7
O=C(NCCCN1CCOCC1)c1[nH]c(C(F)(F)F)nc1-c1ccccc1	-7
CCCC(=O)N1CCOCC1c1cc(C(=O)NCc2ccccc2)no1 (centres undefined)	-5
O=C(Nc1ccc2c(c1)OCCO2)C(CCc1ccccc1)N1CCN(c2ccc(F)cc2)CC1 (centres undefined)	-7
CC(C)c1ccc(CC(=O)N2CCC2(C)C(=O)NS(=O)(=O)c2cccc(OC(F)F)c2)cc1 (centres undefined)	-2
CSc1ccc(NC(=O)C2(C)CCN2C(=O)c2cc(C)n(C)n2)cc1 (centres undefined)	-3
COCCNC(=O)C1CCCN(C(=O)c2ccc3sccc3c2)CC1 (centres undefined)	-5
Cc1cc2c(cc1C)-n1nnnc1C(N1CCN(CC(=O)N3CCCC3)CC1)C(=O)N2 (centres undefined)	-5
Cc1cc(N2CCN(C(=O)OC(C)(C)C)C[C@@H]2C)ccc1N1CCS(=O)(=O)CC1	3
O=C(Nc1nnc([C@H]2C[C@H](O)[C@@H](CO)O2)s1)Nc1ccccc1F	-7
CC(C)c1ccc(CC(=O)N2CCC2(C)C(=O)NS(=O)(=O)c2ccc(Cl)s2)cc1 (centres undefined)	-8
CCCCCCCCN1C(=O)[C@@H](CC(=O)NCCc2ccccc2OC)C[C@@]2(C(=O)OC)C1=C[C@H](C(C)(C)C)O[C@@H]2C	-3
O=C(c1[nH]c(C(F)(F)F)nc1-c1ccccc1)N1CCN(c2cccc(C(F)(F)F)n2)CC1	-7
COc1cccc(Cn2c(C(C)n3c(C)nc4ccccc43)nc3ccccc32)c1 (centres undefined)	-6
Carrying on.
SMILES	GalR3 antag
Cc1cc(Nc2cc(F)c(F)c(F)c2)cc(=O)n1-c1cc(F)c(F)c(F)c1	-7
CCN(CC)C(=O)c1ccc2nc([C@H]3C[C@H](O)[C@@H](CO)O3)[nH]c2c1	-5
CCCS(=O)(=O)NC(=O)C1(C)CCCN(C(=O)c2cc(C(C)(C)C)nn2C)C1 (centres undefined)	-1
COc1c(C)cc(C(O)c2ncc(-c3cccc4ccccc34)[nH]2)cc1C (centres undefined)	-4
CCc1ccccc1Oc1nc(NCc2ccccc2)nc2ccsc12	-5
Cc1ccsc1C(=O)N1CCC1(C)C(=O)NS(=O)(=O)c1ccccc1 (centres undefined)	-5
COc1cc(CN2C[C@@H](CO)O[C@@H](n3cnc4c(NCCN(C)C)ncnc43)C2)cc(OC)c1OC	-5
O=C(NN1CCCCC1)NN1CCCCC1	-5
Cc1ccc(S(=O)(=O)N2CCCc3nc(-c4ccc(F)cc4)ccc32)cc1	-8
COc1cccc(-c2cnc3c(NC(C)=O)cc(-c4ccccc4OC)cn23)c1	-10
CCCN1C(=O)c2[nH]nc(-c3ccccc3)c2C1c1ccc(Br)cc1 (centres undefined)	-6
O=C(Nc1ccc(F)c(Cl)c1)c1ccc2sc([C@@H]3O[C@H](CO)[C@H](O)[C@H](O)[C@H]3O)nc2c1	-7
COc1ccccc1CNc1nc(NCCOc2ccccc2)c2sccc2n1	-9
CCOC(=O)C1(C)CCN1C(=O)c1ccccc1 (centres undefined)	-3
COC(=O)c1ccc2nc(-c3ccc(OC)c(OC)c3)c(Cc3ccccc3)n2c1	-3
CCCCn1nnnc1C(c1ccccc1)N1CCc2ccccc2C1 (centres undefined)	-6
O=C(NCc1ccccc1)c1cc(C2COCCN2C(=O)c2ccccc2)on1 (centres undefined)	-8
CCN(CCC(=O)Nc1cc(OC)ccc1OC)Cc1ccccc1	1
O=C(NCc1cccc(Cl)c1)C1Cc2c(-c3cccc(F)c3)ccnc2O1 (centres undefined)	-8
CC1(C)CC(=O)C=C(C#CC2CC2)C1	-7
CCOC(=O)CC1(Cc2ccccc2)Oc2ccccc2O1	-8
CCc1nc2ccc(C(=O)NCCN3CCNC3=O)cn2c1N(C)CCC(C)C	-5
CC1=C(C(=O)N(C(C)C)C(C)C)CC(CC(=O)NCc2cccs2)C(=O)N1CCC1=CCCCC1 (centres undefined)	-5
CCCc1nc2ccc(Br)cn2c1Cc1ccccc1	-5
CC1(C(=O)Nc2cccc(OC(F)(F)F)c2)Cc2c(-c3cccc(C(F)(F)F)c3)ccnc2O1 (centres undefined)	-6

An excerpt taken from the entries so far, as a working copy:
SMILES	GalR3 antag
CCOC(=O)C1(C)CCN1C(=O)c1ccccc1 (centres undefined)	-3
COC(=O)c1ccc2nc(-c3ccc(OC)c(OC)c3)c(Cc3ccccc3)n2c1	-3
CCCCn1nnnc1C(c1ccccc1)N1CCc2ccccc2C1 (centres undefined)	-6
O=C(NCc1ccccc1)c1cc(C2COCCN2C(=O)c2ccccc2)on1 (centres undefined)	-8

Going on with the list.
SMILES	GalR3 antag
COc1ccc(-c2nc3cc(C)c(Br)c(C)n3c2Cc2ccsc2)cc1OC	-7
COCCCNC(=O)C[C@H]1C[C@@]2(C(=O)OC)C(=C[C@H](COCc3ccccc3)O[C@@H]2C)N(Cc2ccc3c(c2)OCO3)C1=O	-7
O=C(NCc1cccnc1)c1cc(C2CCCCN2C(=O)OCCF)on1 (centres undefined)	1
CC(C)C[C@H]1CN([C@@H](CC(C)C)CN2CCC[C@@H]2CN2C(=S)NC[C@@H]2Cc2ccc(O)cc2)C(=S)N1CC1CCCCC1	0
CCOC(=O)[C@]12CCCC=C1N(Cc1ccccc1)C(=O)[C@H](CC(=O)N1CCOCC1)C2	-4
Cc1ccsc1-c1cc2nc(Nc3ccc(F)cc3)n(C)c(=O)c2s1	-7
CO[C@H]1CN(C)C(=O)c2ccc(NC(=O)C3CCC3)cc2OC[C@H](C)N(Cc2ccccn2)C[C@@H]1C	3
COc1ccccc1CCn1cnc(-c2cccc(Cl)c2)c1CC(C)C	-7
CCOC(=O)N(C)[C@H]1C[C@H]2c3[nH]c4c(-c5ccccc5)cccc4c3CCN2C(=O)[C@H]1[C@H](C)O	-8
CC(C)C(N)c1csc(Nc2ccc(C(F)(F)F)cn2)n1 (centres undefined)	-2
O=C(Nc1ccc(Cl)c(C(F)(F)F)c1)C1Cc2c(-c3ccccc3Oc3ccccc3)ccnc2O1 (centres undefined)	-6
O=C(Cc1c[nH]c2ccccc12)Nc1ccc(Nc2cccnc2)c(-c2ccc(F)c(F)c2)c1	-7
Cc1ccc(S(=O)(=O)N2C3CC(c4ccccc4)N(S(=O)(=O)c4ccccc4Cl)CC3C(=O)C[C@H]2c2ccccc2)cc1 (some centres undefined)	-7
O=C(O)c1cc(C(=O)O)cc(N2C(=O)c3ccccc3C2=O)c1	-9
CCOC(=O)C1(C)CCCN1C(=O)c1c(F)cccc1F (centres undefined)	-6
Cc1noc(C)c1-c1ccc(C(=O)NCC(C)C)c2occc12	-5
CCCCNc1c(-c2ccccn2)nc2nc(C)cc(C)n12	-1
O=C(NCc1ccc(F)cc1)c1cc(C2CCCCN2C(=O)CCc2ccccc2)on1 (centres undefined)	-7
CCOC(=O)C1(C)CCCCCN1C(=O)c1ccc(OC)c(C(F)(F)F)c1 (centres undefined)	-2
O=C(CC[C@H]1O[C@@H](n2ccc(=O)[nH]c2=O)[C@H](O)[C@@H]1O)N1CCN(Cc2cccc3ccccc23)CC1	-5
CCc1nc2c(OCc3ccc(C#N)cc3)cccn2c1N(C)C(=O)c1ccc(C)cc1	0
CC(C)Nc1ncnc2c1ncn2[C@H]1CN(Cc2cccs2)C[C@@H](CO)O1	-2
CCc1nc2cc(NC(=O)C3(C)CCCN(C(C)=O)C3)ccc2o1 (centres undefined)	-1
COc1ccc(NC(=O)C(c2ccc(OC)cc2)n2c(=O)c(-c3ccco3)nc3ccccc32)cc1 (centres undefined)	1
c1ccc(-c2ccccc2C2Cc3nnccc3CN2)cc1 (centres undefined)	-8
Carrying on.
SMILES	GalR3 antag
O=C(NCc1cccc(F)c1)Nc1nnc([C@H]2C[C@H](O)[C@@H](CO)O2)s1	1
COc1ccc(-c2oc3c(c2C(=O)OCCO)C(OCCCO)CCC3)cc1 (centres undefined)	-2
CCNC(=O)C1(C)CCCN(C(=O)c2csc3ccccc23)C1 (centres undefined)	-2
CC1(C(=O)NCc2ccccc2Br)CCN1Cc1ccc(-c2ccccn2)cc1 (centres undefined)	-10
NC(=O)c1cccc(-c2csc(C(O)c3cccc(Cl)c3)n2)c1 (centres undefined)	-7
CCCNC(=O)C1(C)CCN(Cc2ccc(-n3ccnc3)cc2)C1 (centres undefined)	-4
CCc1cccc(-n2c(C)cc(O)cc2=O)c1	-6

Seven records drawn at random from those above:
SMILES	GalR3 antag
COc1ccc(-c2oc3c(c2C(=O)OCCO)C(OCCCO)CCC3)cc1 (centres undefined)	-2
O=C(NCc1cccc(F)c1)Nc1nnc([C@H]2C[C@H](O)[C@@H](CO)O2)s1	1
CCNC(=O)C1(C)CCCN(C(=O)c2csc3ccccc23)C1 (centres undefined)	-2
CC1(C(=O)NCc2ccccc2Br)CCN1Cc1ccc(-c2ccccn2)cc1 (centres undefined)	-10
NC(=O)c1cccc(-c2csc(C(O)c3cccc(Cl)c3)n2)c1 (centres undefined)	-7
CCCNC(=O)C1(C)CCN(Cc2ccc(-n3ccnc3)cc2)C1 (centres undefined)	-4
CCc1cccc(-n2c(C)cc(O)cc2=O)c1	-6

This is a subset, so the mix of outcomes need not match the whole.
